Screening data deposited in PubChem by several laboratories.
MT stabilizer – microtubule stabilizers in HeLa cells, primary screen, imaging, high-content imaging; HeLa tubulin immunostaining HCS, 24 h; share of cells brighter than vehicle mean+2SD; % tubulin-high responders, % at 10 µM; actives 0.83% (n = 200,000); AID 2205, 2009;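 active = plate Z-score above 3 for both tubulin-high and condensed-nucleus cell shares, with cell loss under 80%, at 10 µM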;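 also: anti alpha tubulin signal scored within the nucleus-defined area of each cell; some results filed as inactive read as strong as hits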
T cell modulator – modulators of CD8 T cell-vesicle binding, primary screen, mouse 2C CD8+ T cells, flow cytometry | AID 2052, 2009 | 2C CD8+ T cell-vesicle binding; hits give low values | actives 0.068% (n = 330,000) | calls only at 7 µM;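 active = response, share of CD8 T cells binding vesicles, and their 90th percentile fluorescence all below set limits, cut at about 80% in these data, passing the limit was not always enough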
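Incubation: binding step 1.5 h, 37 °C, antibody labelling 20 min, ice; system: murine 2C transgenic CD8+ T lymphocytes; technique: cytometric PE anti-B7-1 and Alexa647 anti-CD8 signals after 1% paraformaldehyde fixation; also added: QL9-charged Drosophila Ld/ICAM-1/B7-1 vesicles; control set: naked versus QL9-loaded vesicles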
Myeloid diff 2 – induction of myeloid progenitor differentiation, primary screen, cell-based, flow cytometry, MLPCN library. actives 1% (n = 360,000). ER-HoxA9 myeloid progenitors, lysozyme-GFP differentiation. calls only at 10 µM. AID 624256, 2012;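 active = normalized GFP-positive differentiation at or above the plate's own cutoff, the solvent-only control mean plus 3 SD; inconclusive = no clear call, values can overlap the other calls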;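 also: cells exposed to compound for four days before flow analysis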
West Nile virus CPE – West Nile virus antiviral activity, cell-based, CPE readout (AID 1621); CPE inhibition, % at 10 µM, or IC50 in µM where a hit was titrated; actives 0.02% (n = 290,000); West Nile virus-infected cells, CPE inhibition; higher % means a stronger effect; in the data active = a potency from the dose series; inconclusive = CPE inhibition mostly from about 3.7% at the one dose, without a potency; inactive = the rest, 99 in 100 with CPE inhibition below about 2.2%; also: strong numbers were not always called active
Lipid droplet – inhibitors of hepatocyte lipid droplet formation, primary screen, imaging, high-throughput imaging, BODIPY stain. actives 0.4% (n = 240,000). inhibition, % at 6.5 µM. AID 1656, 2009. AML12 mouse hepatocytes, oleate lipid droplets;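 active = lipid droplet intensity inhibited by at least 50%, with more than 500 cells counted; inconclusive = wells with under 300 cells, treated as cytotoxic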
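Test system: AML12 hepatocytes (mouse); reagent: oleate loading, 100 µM; dosing: one dose, 6.5 µM compound; incubation: overnight exposure; signal: fluorescence imaging, 20x objective, two fields per well; read-out basis: % inhibition of corrected integrated BODIPY droplet signal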
bCat nuc transl – modulators of beta-catenin nuclear translocation, primary screen, imaging, HeLa cells, immunofluorescence, high-content; actives 0.3% (n = 190,000); AID 1665, 2009; nuclear translocation activity, % at 5 µM;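 active = nuclear translocation activity above 50% at 5 µM, with a well cell count of 50 or more; inconclusive = wells under 50 cells across six images, flagged as toxic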;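 also: per-cell ratio of nuclear to cytoplasmic median beta-catenin stain intensity; plate controls were DMSO negative control for no effect and GSK-3 inhibitor IX positive control for full effect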
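Assay system: human HeLa cells, native beta-catenin; doses: 5 µM primary, 0.02–20 µM confirmation; incubation: compound treatment 24 h, 37°C, 5% CO2; technique: fluorescence imaging of beta-catenin antibody stain plus DAPI; measure: % activation, nuclear-to-cytoplasmic median beta-catenin signal ratio per cell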
Insulin prom up – insulin promoter activators in MIN6 cells, imaging, high-content screening, mouse beta cells; z-score at 5 µM; MIN6 insulin promoter-GFP reporter; hits give high values; actives 0.3% (n = 190,000); AID 1625, 2009;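 active = z-score above 3 at 5 µM with at least 500 cells counted in the well; inconclusive = wells under 500 cells, flagged as cytotoxic or low count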
Autophagy mod – autophagy modulators in MEF cells, primary screen, imaging, high-content, MEF GFP-LC3; AID 463193, 2010; actives 0.98% (n = 190,000); calls only at 10 µM (by protocol); MEF GFP-LC3 puncta imaging; test concentration mostly 10 µM;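 active = percentage of spot-positive cells more than 3 SD above its plate mean, without a fluorescence outlier flag or 80% toxicity; inconclusive = no clear call, values can overlap the other calls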;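 also: spot-positive cell cutoff set from DMSO-treated cells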
WT yeast gro inh – growth inhibition of WT strain, primary screen, mitochondrial fusion inhibitor project, WT and mutant strains, chemical genetic; mitochondrial fusion phenotypic screen; inhibition, % at 10 µM; actives 2.1% (n = 190,000); in the data active = inhibition above about 58%; tested in S. cerevisiae
WT yeast gro inh mutant strain – recorded beside WT yeast gro inh, whose call it bears; inhibition, %; mitochondrial fusion phenotypic screen, mutant strain inhibition
Insulin prom up cell count – further read-out of Insulin prom up, marked with its call; cell count; measured here: cytotoxicity, nuclei count;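 total cells summed across four imaged fields per well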
Lipid droplet cells 6.5 µM – recorded beside Lipid droplet, whose call it bears; cell count; measured here: cell count, cytotoxicity flag;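 cells counted across two imaged fields per well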
bCat nuc transl cell count 5 µM – recorded beside bCat nuc transl, whose call it bears; cell count; measured here: cell count, cytotoxicity flag
T cell modulator vesicle-bound % – further read-out of T cell modulator, marked with its call; double positive events, %; measured here: CD8+ vesicle-bound cell fraction;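 binding gate set so that unloaded-vesicle control wells show 10% double positive cells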
MT stabilizer Hoechst-high % – recorded beside MT stabilizer, whose call it bears; % Hoechst-high responders; measured here: nuclear condensation Hoechst responders;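 share of cells brighter than vehicle mean plus two SD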
MT stabilizer cytotoxicity % – recorded beside MT stabilizer, whose call it bears; toxicity, %; measured here: cytotoxicity by cell density;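 0% = mean cell density of plate MIN control wells and 100% = no cells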
Autophagy mod cell loss 18 h – also measured in Autophagy mod; calls as there; toxicity, %; measured here: cell loss, nuclei count;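 cell loss after 18 h compound exposure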
Myeloid diff 2 GFP+ MAC1+ % – recorded beside Myeloid diff 2, whose call it bears; GFP+ MAC1+ double positive, %; measured here: differentiation confirmed by MAC1 staining
Starred values were filed as active, the others as inactive; i = inactive; ? = inconclusive; nt = no result given. Rows were taken by chance; overall some 3.9% were active at least once.

SMILES | MT stabilizer | MT stabilizer Hoechst-high % | MT stabilizer cytotoxicity % | T cell modulator | T cell modulator vesicle-bound % | Myeloid diff 2 | Myeloid diff 2 GFP+ MAC1+ % | West Nile virus CPE | Lipid droplet | Lipid droplet cells 6.5 µM | bCat nuc transl | bCat nuc transl cell count 5 µM | Insulin prom up | Insulin prom up cell count | Autophagy mod | Autophagy mod cell loss 18 h | WT yeast gro inh | WT yeast gro inh mutant strain
CCOC(=O)n1c(=O)n(Cc2ccc(Cl)cc2Cl)c2ccccc21 | 1.4 | 1.7 | 0.6 | i | 24 | i | 0.6 | -0.3% | -1 | 618 | 0.8 | 1041 | -0.87 | 1874 | i | -1 | 11 | -7
CCc1ccc(NC(=O)Cc2cn(C)c3ccccc23)cc1 | 0.7 | 1.7 | 20 | i | 11 | i | 1.0 | 0.1% | 14 | 834 | nt | nt | 0.26 | 923 | i | -6 | -33 | -5
CC1(C)Cc2c(sc3nc4n(-c5ccccc5)c(=O)c(CCC(=O)O)nn4c(=O)c23)CO1 | nt | nt | nt | i | 54 | i | 0.2 | -0.2% | -1 | 727 | 1.4 | 1222 | 0.33 | 1091 | nt | nt | nt | nt
CC(=O)Nc1nc(C(F)(F)F)cs1 | 1.8 | 4.0 | 6.5 | i | 13 | i | 1.1 | 1.3% | 10 | 700 | -1.0 | 537 | 0.27 | 1294 | i | -6 | -5 | -15
CC(=O)Nc1ccc(C(=O)N(C)C(C(=O)Nc2ccccc2)c2ccccn2)cc1 (stereo unspecified) | 3.7 | 3.3 | 8.8 | i | 32 | i | 0.7 | 0.6% | -5 | 664 | nt | nt | ? | nt | i | -2 | -1 | 3
Cc1ccc(-c2cn3cccnc3n2)cc1NC(=O)c1ccc(Br)o1 | 3.6 | 2.6 | 7.1 | i | 20 | i | 5.4 | 0.5% | -12 | 728 | 1.0 | 990 | -0.81 | 1521 | i | 3 | nt | nt
Cc1sc2nc(SCC(N)=O)n(C)c(=O)c2c1C | 4.6 | 2.6 | 3.7 | i | 38 | i | 2.5 | 0.3% | 5 | 762 | 2.0 | 525 | nt | nt | i | 0 | -7 | 1
Cc1ccc2nc(NC(=O)/C=C/c3ccc4c(c3)OCO4)sc2c1 | 11 | 1.7 | 8.2 | i | 4 | i | 1.6 | 0.1% | -1 | 737 | 12 | 436 | -0.09 | 1188 | i | 3 | 10 | -16
COc1ccc(/C=N/NC(=O)CCn2nnc3ccccc32)cc1 | nt | nt | nt | i | 59 | i | 0.9 | 0.5% | 0 | 727 | -2.0 | 1012 | -0.7 | 1489 | nt | nt | nt | nt
Cc1cccc2sc(NNC(=O)c3ccc(S(=O)(=O)N4CC(C)CC(C)C4)cc3)nc12 (stereo unspecified) | 16 | 3.7 | 26 | i | 34 | i | 1.0 | 0.4% | -3 | 660 | -3.6 | 359 | -2.6 | 574 | i | -4 | -14 | -5

Some entries already given, showing only Insulin prom up and West Nile virus CPE:
Compound	Insulin prom up	West Nile virus CPE
Cc1ccc(-c2cn3cccnc3n2)cc1NC(=O)c1ccc(Br)o1	-0.81	0.5%
Cc1sc2nc(SCC(N)=O)n(C)c(=O)c2c1C	nt	0.3%

Remaining list, next part:
SMILES | MT stabilizer | MT stabilizer Hoechst-high % | MT stabilizer cytotoxicity % | T cell modulator | T cell modulator vesicle-bound % | Myeloid diff 2 | Myeloid diff 2 GFP+ MAC1+ % | West Nile virus CPE | Lipid droplet | Lipid droplet cells 6.5 µM | bCat nuc transl | bCat nuc transl cell count 5 µM | Insulin prom up | Insulin prom up cell count | Autophagy mod | Autophagy mod cell loss 18 h | WT yeast gro inh | WT yeast gro inh mutant strain
C/C(=N/NC(=O)c1ccccn1)c1ccco1 | 2.0 | 1.3 | 9.0 | i | 34 | i | 1.1 | -0.1% | nt | nt | 1.0 | 1394 | -0.08 | 1569 | i | 1 | 2 | -1
CCn1c(=O)cc(SCC(=O)Nc2ccc3c(c2)OCO3)c2ccccc21 | 2.1 | 1.7 | 9.6 | i | 45 | i | 4.8 | 1.8% | -7 | 703 | 0.2 | 1020 | 0.34 | 1858 | i | -11 | 8 | -15
CC1Cc2ccccc2N1C(=O)COC(=O)CNC(=O)c1ccc(Br)o1 (stereo unspecified) | 1.8 | 2.0 | 8.9 | i | 58 | i | 0.2 | 0.2% | -1 | 771 | 0.8 | 859 | 1 | 1204 | i | -9 | -1 | -15
O=C(c1ccco1)N1CCN(Cc2nnc(-c3cccc(Br)c3)o2)CC1 | nt | nt | nt | i | 26 | i | 0.6 | -1.1% | -1 | 842 | nt | nt | nt | nt | nt | nt | nt | nt
O=C(Cc1nc2ccccc2[nH]1)NCc1ccco1 | 5.6 | 2.5 | 17 | i | 6 | i | 0.9 | 0.4% | nt | nt | -6.7 | 961 | 0.17 | 1216 | i | 26 | 2 | -7
O=C(c1sc2ccccc2c1Cl)N(Cc1ccccc1)C1CCS(=O)(=O)C1 (stereo unspecified) | 2.6 | 2.4 | 6.7 | i | 29 | i | 0.7 | -1.0% | nt | nt | -2.9 | 1354 | 0.98 | 1257 | i | -4 | 0 | 4
CC(C)C(c1nnnn1C(C)(C)C)N1CCN(Cc2cccnc2)CC1 (stereo unspecified) | 1.9 | 1.3 | 3.6 | i | 26 | i | 0.5 | 1.6% | 1 | 567 | 0.2 | 1533 | 0.24 | 1458 | i | 33 | -10 | 1
COC(=O)c1ccc(CSc2nnc(Nc3ccc(C)cc3)s2)o1 | 1.3 | 1.6 | 4.8 | i | 19 | nt | nt | -0.2% | -7 | 765 | 0.6 | 1036 | 0.75 | 900 | i | -2 | 14 | 6
Cc1noc(N)c1C1(O)C(=O)N(C(C)C)c2ccccc21 (stereo unspecified) | 2.6 | 2.6 | 6.2 | i | 37 | i | 0.1 | 0.0% | 2 | 652 | -0.1 | 1135 | 0 | 1265 | i | -3 | -10 | -19
COc1ccc(S(=O)(=O)N2CC(C)N(C(=O)N(C)C)C2C(C)C)cc1 (stereo unspecified) | nt | nt | nt | i | 18 | i | 0.6 | -0.6% | -6 | 746 | nt | nt | nt | nt | nt | nt | nt | nt
O=C(CSc1nc2ccccc2n1Cc1ccccc1)N/N=C/c1ccco1 | 2.4 | 1.5 | 6.0 | nt | nt | i | 7.2 | -0.2% | -30 | 616 | -0.8 | 1057 | 0.61 | 1761 | i | 17 | -9 | 0
COc1ccccc1C1NC(=O)NC(C)=C1C(=O)OC1CCC(C)CC1 (stereo unspecified) | nt | nt | nt | i | 53 | i | 0.8 | -1.5% | 10 | 787 | nt | nt | nt | nt | nt | nt | nt | nt
Cc1cccc(CN2CCN(C3CCCC3)C(CCO)C2)n1 (stereo unspecified) | 1.8 | 2.3 | 6.2 | i | 61 | i | 0.7 | -0.3% | -8 | 728 | 0.0 | 1085 | 0.34 | 1333 | i | -5 | 7 | -6
CCOc1cc(/C=N/NC(=O)COc2ccccc2C)ccc1OC(=O)c1cccs1 | 4.0 | 2.5 | 4.2 | i | 62 | i | 1.7 | 0.5% | nt | nt | -0.6 | 1339 | 0.2 | 1533 | i | -20 | 65* | 47*
O=C1CCCN1CN1CCCCC1 | 3.2 | 4.1 | 1.0 | i | 1 | i | 0.2 | 0.1% | nt | nt | -1.9 | 1409 | -0.35 | 1610 | i | 2 | -10 | -130
O=C(NCc1cccnc1)Nc1ccc2c(c1)OCO2 | 6.1 | 2.2 | 8.9 | i | 49 | i | 0.9 | -0.1% | 3 | 624 | 0.0 | 945 | 0.21 | 1536 | i | 26 | 5 | 9
COc1ccc2[nH]c(=O)c(C(c3nnnn3C3CCCC3)N(C)C3CCCCC3)cc2c1 (stereo unspecified) | 3.7 | 2.3 | 0.8 | i | 27 | i | 0.5 | -1.1% | nt | nt | -5.6 | 988 | -0.01 | 1202 | i | 0 | -5 | -16
CC(C)CC(N)c1cn([C@@H](CCC(=O)O)C(=O)N2CCNCC2)nn1 (stereo partly specified) | 3.3 | 2.5 | 7.0 | nt | nt | i | 1.1 | -0.1% | 2 | 733 | 0.0 | 1174 | -0.92 | 1332 | i | 10 | 0 | 12
N#Cc1nc(COc2ccc(Cl)cc2)oc1N1CCCC1 | 6.1 | 3.9 | 7.3 | i | 57 | i | 0.6 | -0.5% | nt | nt | -0.6 | 1161 | -0.02 | 1162 | i | 22 | 15 | 5
CC(C)NC(=O)COC(=O)Cn1[nH]c(=O)c2ccccc2c1=O | 4.6 | 2.7 | 7.4 | i | 42 | i | 0.1 | 0.3% | 4 | 705 | -3.4 | 1090 | 1.5 | 1365 | i | -2 | -18 | 5
CCOC(=O)c1cc(C#N)c(N2CCNCC2)nc1C(F)(F)F | nt | nt | nt | i | 34 | i | 0.2 | -0.1% | -37 | 701 | 4.7 | 916 | nt | nt | nt | nt | nt | nt
Cc1sc(NC(=S)NC(=O)c2ccccc2)c(C#N)c1C | 4.2 | 2.8 | 1.4 | i | 28 | i | 0.6 | -0.2% | nt | nt | nt | nt | nt | nt | i | -1 | nt | nt
CCCc1[nH]nc2c1C(c1ccncc1)C(C#N)=C(N)O2 (stereo unspecified) | 3.1 | 0.8 | 13 | i | 14 | i | 1.0 | 0.1% | nt | nt | -0.9 | 1457 | 0.46 | 1502 | i | 14 | -7 | 12
